Compound activity as filed in PubChem.
All columns: NCI-60 one-dose screen, growth in % after 48 h at 10 µM unless noted; 100 = growth as untreated, 0 = no growth, -100 = all killed.
MCF7: MCF7 breast cancer; 6.3% of 82,000 active; AID 1794796
BT-549: BT-549 breast cancer. 4.4% of 78,000 active. AID 1794793
LOX IMVI: LOX IMVI melanoma; 7.4% of 79,000 active; AID 1794757
MDA-MB-468: MDA-MB-468 breast cancer; 8.5% of 78,000 active; AID 2202374
HS 578T: HS 578T breast cancer | 4.1% of 78,000 active | AID 1794788
SK-MEL-28: SK-MEL-28 melanoma | 4.1% of 81,000 active | AID 1794761
T-47D: T-47D breast cancer; 5% of 79,000 active
MDA-MB-231: MDA-MB-231 breast cancer; 5% of 81,000 active; AID 1794789
An asterisk follows results filed as active; nt = no result given; & = joins results of further samples. Rule for the calls: active = growth percent below 10; inactive = the rest.

SMILES	MCF7	BT-549	LOX IMVI	MDA-MB-468	HS 578T	SK-MEL-28	T-47D	MDA-MB-231
COc1ccc(-c2nc(N/N=C/c3ccc(Br)cc3)nc(N3CCOCC3)c2C#N)cc1	92	112	102	105	107	106	102	106
Cc1cc(N)c(S(=O)(=O)O)cc1Cl	95	nt	95	98	103	103	99	103
CCOC(=O)CC(C)C(C(=O)OCC)C(=O)OCC (stereo not drawn)	93	101	102	94	nt	118	105	129
CC(=O)C1C(=O)C(=O)N(c2cccc(C)c2C)C1=O (stereo not drawn)	103	105	94	119	103	111	93	102
O=C1[C@H]2Cc3c([nH]c4ccccc34)[C@@H](c3ccc(Cl)cc3)N2C(=O)CN1C1CCN(CC2CCCCC2)CC1	64	111	98	97	75	103	67	80
O=C1C=CC(=O)N1c1ccc(Br)cc1Cl	96	103	97	101	105	111	98	110
CC1(C)Oc2cc3oc(=O)ccc3cc2C[C@@H]1OCCOS(=O)(=O)c1ccc([N+](=O)[O-])cc1	88	102	88	103	105	111	83	100
O=Cc1cn(C(=O)c2ccc(Cl)cc2)c2ccccc12	91	104	92	99	103	104	101	97
COc1ccc2c(c1)c(-c1nc(N)nnc1-c1cncc(Br)c1)cn2C	94	112	97	96	72	102	88	94
CCCNCCC(=O)Nc1ccc(Cl)cc1C	96	91	101	103	102	115	105	109
O=S(=O)(Nc1ccc(Cl)c(F)c1)c1ccc(-c2cnc(C3CC3)o2)cc1	13	27	40	-25*	16	58	28	38
CC1=NN(c2nc(-c3ccc(F)cc3)c(C#N)c(N3CCOCC3)n2)C(=O)C1	72	87	82	99	78	89	93	107
Clc1ccc(CSc2nnc(-c3cccs3)n2-c2ccccc2)cc1	91	100	94	60	99	102	80	78
CCCCCCCC(C)O (stereo not drawn)	100	97	98	102	104	102	104	108
COC(=O)CC(O)CC(=O)OC	106	108	nt	93	95	113	131	102
COc1cc2ncnc(Nc3ccc(S(=O)(=O)Nc4cc(C)on4)cc3)c2cc1OCCCN1CCN(c2ccccc2)CC1	100	116	97	127	107	105	100	108
Cc1nc(-c2ccccc2O)n(-c2ccccn2)n1	97	nt	98	96	99	111	nt	107
Cc1ccc(N2C(=O)/C(=C/C=C/c3ccco3)SC2=S)cc1	66	126	96	51	96	96	72	95
S=c1c2c([nH]c3ccccc13)CCCC2	88	88	97	103	93	99	96	70
O=S(=O)(Cl)c1cc(Cl)c(Cl)cc1Cl	96	110	90	105	113	112	99	121
Clc1nc(N/N=C\c2ccccc2)nc(N2CCCCC2)n1	93	111	94	107	106	107	104	107
O=C=Nc1ccccc1-c1ccccc1	90	nt	91	105	106	111	101	92
O=C(O)CCC(=O)O	107&93&99&104	124&115&102&104	95&101&98&106	102&108&109&116	103&106&101&117	103&117&108&112	102&94&98	94&129&98&114
COc1cc(N=Nc2ccc(O)c3ncccc23)c2ncccc2c1	27	39	4.8*	-36*	34	42	20	37
CC(C)(C)NCc1cc(C(C)(C)C)ccc1O	106	nt	100	96	88	106	111	111

As entered above:
`COc1cc2ncnc(Nc3ccc(S(=O)(=O)Nc4cc(C)on4)cc3)c2cc1OCCCN1CCN(c2ccccc2)CC1` | LOX IMVI = 97
`O=S(=O)(Cl)c1cc(Cl)c(Cl)cc1Cl` | SK-MEL-28 = 112
`CCCNCCC(=O)Nc1ccc(Cl)cc1C` | MCF7 = 96
`COc1ccc2c(c1)c(-c1nc(N)nnc1-c1cncc(Br)c1)cn2C` | LOX IMVI = 97
`Cc1ccc(N2C(=O)/C(=C/C=C/c3ccco3)SC2=S)cc1` | MDA-MB-468 = 51
`S=c1c2c([nH]c3ccccc13)CCCC2` | HS 578T = 93
`O=Cc1cn(C(=O)c2ccc(Cl)cc2)c2ccccc12` | BT-549 = 104

In the list so far, 2 contain fluorine:
SMILES	MCF7	BT-549	LOX IMVI	MDA-MB-468	HS 578T	SK-MEL-28	T-47D	MDA-MB-231
O=S(=O)(Nc1ccc(Cl)c(F)c1)c1ccc(-c2cnc(C3CC3)o2)cc1	13	27	40	-25*	16	58	28	38
CC1=NN(c2nc(-c3ccc(F)cc3)c(C#N)c(N3CCOCC3)n2)C(=O)C1	72	87	82	99	78	89	93	107

Next results:
SMILES	MCF7	BT-549	LOX IMVI	MDA-MB-468	HS 578T	SK-MEL-28	T-47D	MDA-MB-231
Cn1cc(-c2nnc(N)nc2-c2c[nH]c3ccc(F)cc23)c2cc(Br)cnc21	28	51	47	14	52	52	44	56
COc1ccc([N+](=O)[O-])cc1C(F)(F)F	110	100	105	103	104	141	112	99
O=C(Nc1nc2ccc(C(=O)N3CCN(c4ccc(Cl)c(Cl)c4)CC3)cc2s1)c1ccc(NCCc2ccccc2)c([N+](=O)[O-])c1	97	108	98	89	93	105	84	86
NN1C(=O)c2ccccc2C1=O	96	107	91	113	101	109	101	108
O=C1NC(=S)NC(=O)C1=Cc1cccc(Cl)c1	107	nt	100	122	107	113	101	124
CC(C)[C@H]1c2[nH]c3ccccc3c2C[C@H]2C(=O)N(CCCCCCC(=O)NO)CC(=O)N12	59	101	73	64	74	72	62	93
CCN(CC)CCN1C(=O)c2c(c(C)c3c(oc4cc(O)ccc43)c2C)C1=O	3.6*	87	94	96	88	63	90	-69*
CCO/N=C(/N)c1ncn(Cc2ccccc2)c1NCC(OCC)OCC	95	101	97	101	98	104	88	107
CCCCCNCC(O)Cc1ccc(OCC)cc1 (stereo not drawn)	90	77	103	112	99	114	90	106
COc1ccc(CC(=O)NCCc2ccccc2)cc1OC	98	92	101	84	66	84	105	106
Cc1[nH]c2ccccc2c1CCNC(=O)c1ccc(-c2nn[nH]n2)cc1	95	99	97	97	82	98	111	92
COC(=O)C1C2CC3C(OC(=O)C31C)C2I (stereo not drawn)	95	99	104	100	111	105	105	106
Cc1ccc(S(=O)(=O)NC(CCC(=O)Nc2ccccc2)C(=O)Nc2ccccc2)cc1 (stereo not drawn)	-8.7*	-15*	-22*	-21*	3.0*	-33*	nt	-30*
CCOC(=O)Nc1nnc(Sc2nc3c(c(=O)n(C)c(=O)n3C)n2CC)s1	96	91	96	95	87	98	102	89
CCOC(=O)c1cc(C(=O)c2cc(OC)cc(OC)c2)n2c1ccc1c3ccccc3ccc12	72	101	70	82	73	90	68	77
N#C/C(=C\c1c[nH]c2ccccc12)C(=O)Nc1sc2c(c1C#N)CCCC2	92	89	99	113	103	101	88	99
CC1(C)OCC(C2OC3OC(C)(C)OC3C2O)O1 (stereo not drawn)	88	88	95	101	94	111	93	100
O=C(O)c1cn(C2CC2)c2cc(N3CCN(C(=O)N(c4ccccc4)c4nc(-c5ccccc5)cs4)CC3)c(F)cc2c1=O	7.0*	-13*	-24*	-0.9*	25	36	11	-48*
COCCn1c(-c2csc(-c3cn(C)c4ccccc34)n2)cc2cccnc21	33	79	77	63	98	98	33	85
O=C1/C(=C/c2cccc3c2OCO3)Cc2cc3c(cc21)OCO3	17	69	49	61	84	92	63	43
Cn1cccc1C(=O)c1n[nH]n2c1nc(=O)c1sccc12	94	96	89	97	95	110	92	88
OC1CCN(Cc2ccccc2)CC1	109	102	103	nt	101	104	27	104
CC(=O)CCC1CCC(C(C)C)CC1 (stereo not drawn)	93	95	94	94	96	102	nt	127
O=C(O)c1cn(C2CC2)c2cc(N3CCN(C(=O)c4ccccc4O)CC3)c(F)cc2c1=O	94	104	89	90	110	108	88	110
COc1ccc(Nc2nc(C)c(C(=O)/C=C/c3cccc(OC)c3)s2)cc1	52	69	74	38	90	99	66	94

3 compounds out of the list, arranged by SMILES length, largest number first:
SMILES	MCF7	BT-549	LOX IMVI	MDA-MB-468	HS 578T	SK-MEL-28	T-47D	MDA-MB-231
O=C1/C(=C/c2cccc3c2OCO3)Cc2cc3c(cc21)OCO3	17	69	49	61	84	92	63	43
Clc1ccc(CSc2nnc(-c3cccs3)n2-c2ccccc2)cc1	91	100	94	60	99	102	80	78
O=C1C=CC(=O)N1c1ccc(Br)cc1Cl	96	103	97	101	105	111	98	110

Other compounds follow.
SMILES	MCF7	BT-549	LOX IMVI	MDA-MB-468	HS 578T	SK-MEL-28	T-47D	MDA-MB-231
CCOC(=O)/C=C1\S/C(=N\Nc2ccc([N+](=O)[O-])cc2[N+](=O)[O-])N(CC)C1=O	88	91	97	102	97	101	91	93
COC(=O)c1c(C)cc(I)cc1C	103	104	99	102	107	109	100	109
COC(=O)C1=C(C(=O)OC)C2C=CC1C1C(OC(C)=O)C(OC(C)=O)C21 (stereo not drawn)	93&98	118&98	106&99	113&94	116&102	105&116	98&95	127&113
COc1ccc(-c2nn(-c3ccc(NC(=O)c4cc(C(F)(F)F)cc(C(F)(F)F)c4)cc3)cc2-c2ccncc2)cc1Cl	67	71	46	77	nt	80	53	49
COc1cc(Cc2n[nH]c(=S)n2-c2ccccc2)c(S(=O)(=O)N2CCOCC2)cc1OC	97	103	95	nt	102	99	88	98
CC(C)CC(=O)Nc1ccc2ccccc2c1	94	94	97	95	nt	107	92	101
Cc1ccc(/C=C/C2=NN(C(N)=O)C(c3ccc(C)s3)C2)s1 (stereo not drawn)	88	115	97	97	95	111	69	95
COc1ccc(CNc2oc(-c3ccccc3)c(-c3ccccc3)c2C#N)cc1	82	84	59	99	90	99	70	70
COc1ccc(/C=C2\SC(=Nc3cc(C)[nH]n3)NC2=O)cc1	85	90	nt	83	91	85	85	95
O=C1/C(=C/c2ccccn2)NC(=S)N1c1cccc(Br)c1	52	101	101	40	108	106	60	95
Cc1ccc(N=C2S/C(=C\c3ccc(Cl)cc3)C(=O)N2Cc2nc3ccccc3[nH]2)cc1	82	97	102	101	92	106	84	85
O=S(=O)(O)c1cc(S(=O)(=O)O)c2cc(O)ccc2c1	95	101	103	116	110	105	92	99
CCCSc1nc2c([nH]1)c(=O)n(C)c(=S)n2C	101	115	102	112	107	110	98	103
CN(C(=O)NCc1cccc(F)c1Cl)[C@H](COC(=O)Nc1cc2ccccc2cn1)CC(O)CO (stereo partly drawn)	99	44	62	nt	-0.7*	119	89	47
CCC(O)(C(C)C)C(C)C	96	nt	104	102	112	106	123	89
CS(=O)(=O)Nc1ccc(OCc2nnc(-c3ccccc3)o2)c(F)c1	89	97	97	94	104	101	94	101
CCOC(=O)/C(C#N)=C\N1CCNc2ccccc21	101	97	109	91	133	110	98	102
COc1ccc(CN2CCCC(C(=O)c3ccc(C(F)(F)F)cc3)C2)c(O)c1 (stereo not drawn)	11	26	25	13	26	36	26	7.3*
CSc1nnc(-c2sc3nnc(-c4ccccc4)c(-c4ccccc4)c3c2O)o1	84	74	nt	79	98	86	75	90
CCOC(=O)C1=CCC(n2cc(F)c(=O)[nH]c2=O)O1 (stereo not drawn)	93	107	95	134	116	114	99	115
Cn1ncc2c1NC(c1ccc(F)cc1)SCC2=O (stereo not drawn)	97	88	96	77	116	120	107	97
OC(c1cccc(C(F)(F)F)c1)c1cnc(C(F)(F)F)cc1NC1CCCCCC1 (stereo not drawn)	75	105	84	75	94	95	62	81
O=[N+]([O-])c1ccc(/C=N/Nc2nc3ccccc3[nH]2)cc1	98	94	100	86	106	107	87	89
CCOc1cc(F)c([N+](=O)[O-])cc1[N+](=O)[O-]	16	87	-44*	-35*	91	70	25	38
CC1(C)C2=C(CC[C@@H]1O)[C@@]1(C)C[C@H](c3ccoc3)OC(=O)[C@@H]1CC2	102	107	99	86	103	108	97	105

Later entries:
SMILES	MCF7	BT-549	LOX IMVI	MDA-MB-468	HS 578T	SK-MEL-28	T-47D	MDA-MB-231
O=C(O)/C(=C/c1ccc(O)cc1)c1ccccc1	98	95	nt	97	nt	102	95	103
Cc1ccc(S(=O)(=O)OC2C(C)(C)C(OS(=O)(=O)c3ccc(C)cc3)C2(C)C)cc1 (stereo not drawn)	102	109	105	110	102	108	118	104
Cc1ccc2nc(SCc3ccccc3F)n(-c3ccccc3)c(=O)c2c1	89	107	85	89	96	100	81	76
CC1CCc2c(sc3nc(SCC(=O)N/N=C/c4cccc(O)c4O)n(-c4ccccc4)c(=O)c23)C1 (stereo not drawn)	88	127	60	78	96	78	74	85
COc1ccc(N=Nc2sc(-n3[nH]c(=O)ccc3=O)nc2C)cc1	97	95	65	102	94	105	88	90
CCOC(=O)c1nnn(-c2no[n+]([O-])c2-c2ccc(OC)cc2)c1COc1cccc2cccnc12	15	-15*	-43*	34	25	58	53	17
CCO/C=C1\SC(=S)N(CCc2ccc(OC)c(OC)c2)C1=O	63	nt	99	54	106	114	49	115
CCOC(=O)Nc1ccc(-c2ccc3c(c2)NC(=O)/C3=C\c2ccc[nH]2)cc1	10	56	97	-8.5*	106	111	6.7*	69
O=C(Cc1ccccc1)C(F)(F)F	103	98	96	111	111	99	95	97
C=CCOC1=C2CC[C@H](O)[C@@]2(C)CCC1=O	100	107	91	95	103	99	100	106
CCOC(=O)c1nc2ccccc2[nH]c1=O	100	99	89	113	116	114	97	108
CCCCSc1nnc(-c2ccc(-c3ccccc3)nc2C)o1	93	107	104	97	97	107	73	92
CCOC(=O)c1ccc(C(C)(C)C)cc1	104	109	100	107	114	109	105	114
CCCOC1=C(Cl)C(=O)c2cccc([N+](=O)[O-])c2C1=O	78	100	105	72	99	100	71	108
BrCc1c(-c2ccc(Br)cc2)oc(-c2ccc(Br)cc2)c1Br	83	103	97	131	93	111	92	108
Brc1ccc(-c2nnc3sc(/C=C/c4ccccc4)nn23)cc1	73	123	96	108	98	96	93	99
C=C1C(=O)O[C@H]2[C@H]1CC/C(CNC(=O)/C=C/c1ccc(Br)cc1)=C\CC[C@@]1(C)O[C@@H]21	-67*	-60*	-95*	-59*	-7.1*	-66*	-41*	-81*
